Assay outcomes as filed in PubChem BioAssay.
CHX counter – affects cycloheximide protein synthesis inhibition readout, counter-screen. cell reporter, cycloheximide protein synthesis inhibition counterscreen. max response, %. hit rate 12% among 300,000; in the data active = max response mostly above about 13%, no sharp cut-off; inactive = mostly below about 14%; also: read at 38.3 µM for the half of the compounds with a filed dose; 0% is about no effect
AmpC inh no detg – blocks E. coli AmpC beta-lactamase in detergent-free assay. AmpC nitrocefin hydrolysis, absorbance 480 nm, 0.0001% Triton. Potency, µM (doses to about 57.1 µM), for inactives: at the top dose activity change, negative = inhibition, actives largely listed as inhibitors. hit rate 0.52% among 330,000;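 also: potency is read from the fitted curve at half-maximal effect; plate controls were no compound for no effect and no enzyme for full effect; nearly all actives have a fitted effect of over 20% in size; some results filed as inactive show a strong effect at the top dose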
Target sequence (P00811 whole entry, looked up): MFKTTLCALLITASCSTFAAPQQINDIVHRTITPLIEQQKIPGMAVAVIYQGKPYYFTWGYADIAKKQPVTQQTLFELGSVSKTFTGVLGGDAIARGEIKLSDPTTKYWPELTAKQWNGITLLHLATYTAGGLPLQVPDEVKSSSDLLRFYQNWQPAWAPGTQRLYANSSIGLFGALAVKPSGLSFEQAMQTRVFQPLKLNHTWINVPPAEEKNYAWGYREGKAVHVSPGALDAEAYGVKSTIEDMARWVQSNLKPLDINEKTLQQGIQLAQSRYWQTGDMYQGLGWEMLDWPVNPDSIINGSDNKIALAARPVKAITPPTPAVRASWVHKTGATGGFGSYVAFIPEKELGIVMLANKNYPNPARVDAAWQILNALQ
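AmpC (5.3 nM in the dispensed reagent) in 20 mM phosphate pH 7.0 with 0.01% (detergent screen) or 0.0001% Triton X-100 was preincubated with compounds for 15 min at room temperature. Nitrocefin was then added from an 800 uM solution, and hydrolysis was followed at 480 nm.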
LmPK inh – inhibitors of Leishmania mexicana pyruvate kinase. Q27686. purified LmPK, Kinase-Glo ATP luminescence, 1 h. Potency, µM (top dose mostly 57.5 µM), for the others: at the highest dose activity change, negative = inhibition, hits mostly inhibitors. hit rate 0.37% among 290,000; also: potency is read from the fitted curve at half-maximal effect; % is scaled to controls: 0 for no effect and ±100 for the full control effect
Target sequence (Q27686 whole entry, looked up): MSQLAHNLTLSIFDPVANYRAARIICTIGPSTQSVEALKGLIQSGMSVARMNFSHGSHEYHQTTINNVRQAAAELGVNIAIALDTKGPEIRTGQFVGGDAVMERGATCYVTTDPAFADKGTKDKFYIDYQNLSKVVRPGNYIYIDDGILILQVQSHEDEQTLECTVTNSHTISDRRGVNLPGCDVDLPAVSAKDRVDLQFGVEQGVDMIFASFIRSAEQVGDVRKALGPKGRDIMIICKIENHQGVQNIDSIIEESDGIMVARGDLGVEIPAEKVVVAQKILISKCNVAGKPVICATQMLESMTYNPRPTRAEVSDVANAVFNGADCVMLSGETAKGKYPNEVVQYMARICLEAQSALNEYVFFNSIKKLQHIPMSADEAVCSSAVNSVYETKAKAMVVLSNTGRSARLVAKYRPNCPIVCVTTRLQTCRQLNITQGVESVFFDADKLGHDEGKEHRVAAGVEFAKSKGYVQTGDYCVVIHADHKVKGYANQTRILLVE
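In 50 mM imidazole pH 7.2 with 7 mM MgCl2, LmPK (0.1 nM) turned over PEP (0.5 mM) and ADP (0.1 mM) for 1 h at room temperature. Luciferase read-out of ATP.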
Pf growth 48h – P. falciparum growth inhibition at 48 hours (one generation). Potency, µM (series often up to 28.7 µM), inactives show at the top dose activity change, negative = inhibition, hits mostly inhibitors. P. falciparum luciferase growth in erythrocytes, 48 h. AID 504832. hit rate 5.9% among 310,000; also: potency is read from the fitted curve at half-maximal effect; % is scaled to controls: 0 for no effect and ±100 for the full control effect
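Compounds are pin-transferred into medium, infected erythrocytes (2% hematocrit, 0.1% parasitemia final) are added, and plates sit one parasite generation at 37 C in 5% CO2. Detection reagent is then added and luminescence measured.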
Pf growth 96h – P. falciparum growth inhibition at 96 hours | Potency, µM (top dose mostly 28.7 µM), for inactives: at the top dose activity change, negative = inhibition, most hits filed as inhibitors | AID 504834 | P. falciparum luciferase reporter growth, 96 h | hit rate 6.9% among 320,000; also: potency is read from the fitted curve at half-maximal effect; % is scaled to controls: 0 for no effect and ±100 for the full control effect
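Erythrocytes infected with luciferase-expressing P. falciparum were dispensed at 2% hematocrit and 0.05% parasitemia (final), then incubated with compounds 96 hours at 37 C in 5% CO2. Luminescence after detection reagent addition reported growth.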
TbPYK inhibitor – blocks Trypanosoma brucei pyruvate kinase | Q57TT1 | TbPYK enzyme, Kinase-Glo Plus ATP luminescence, 45 min | Potency, µM (highest dose often 76.8 µM), for inactives: at the top dose activity, negative = inhibition, hits mostly inhibitors | hit rate 0.12% among 410,000; also: potency is read from the fitted curve at half-maximal effect; % is scaled to controls: 0 for no effect and ±100 for the full control effect; nearly all actives have a fitted effect of over 50% in size
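In this concentration-response screen, enzyme-free wells defined baseline while DMSO plates tracked drift. Each reaction combined TbPYK, substrate, compound and 130 uM ADP for 45 min at room temperature. Kinase-Glo Plus luminescence gave the signal.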
Shiga inhibitor – Shiga toxin inhibition; Vero cells, Shiga toxin protein synthesis inhibition reporter; inhibition, % at 38.7 µM; hit rate 9.2% among 290,000; AID 2315; in the data active = inhibition mostly above about 28%, no sharp cut-off; inactive = mostly below about 43%; also: 0% is about no effect
An asterisk follows results filed as active; ? = inconclusive; . = not tested or not shown; & = joins results of further samples; [ ] = dose if it differs, or a comment. Unless noted, calls follow the shape of the dose curve; as a rule, active = well fitted curve in the direction sought with a large enough effect; inconclusive = small, poorly fitted or top-dose-only effect, or another doubt; inactive = no such curve, though single readings can be large; an effect the other way counts as inactive or inconclusive.

Screens in order: CHX counter	AmpC inh no detg	LmPK inh	Pf growth 48h	Pf growth 96h	TbPYK inhibitor	Shiga inhibitor
> Cc1ccc([N+](=O)[O-])cc1NC(=O)CCSc1ccc(Cl)cc1
  -3	-25%	2%	18%	9.3µM*	-3%	-6
> O=C(NCc1ccco1)c1ccc(COc2ccc(Cl)cc2)cc1
  11	-21%	2%	?	?	-17%	33
> COc1cccc(CC(=O)OCC(=O)NNC(=O)c2ccc(Br)cc2)c1
  .	-27%	.	-20%	0%	3%	.
> Oc1ccccc1/C=N/N1CCCCC1
  40*	-11%	-8%	6%	31%[activator]	4%	85*
> COC(=O)N/N=C/C1=CCC2CC1C2(C)C (stereo not given)
  6	-18%	7%	5%	30%[activator]	2%	10
> CCCOP(=O)(c1ccc(N(C)C)cc1)C(Nc1ccccc1)c1ccc(C)cc1 (stereo not given)
  0	111%[activator]	4%	?	?	-5%	23
> COc1ccc(N/N=C2/CCCCC2=O)cc1
  29	.	-4%	22%	8%	-4%	35
> C=CCN1C(=O)/C(=C/c2ccc3c(c2)CCCN3CCC)C(=O)NC1=S
  11*	-12%	-26%	22%	40%[activator]	?	2
> CC(C)c1nc(CN2CCCCC2)cc(=O)[nH]1
  -2	-25%	-3%	27%	-7%	0%	-10
> O=c1c2c3c(sc2nc2n1N=C(c1cccs1)CS2)CCCC3
  19*	-27%	-6%	133%[activator]	261%[activator]	?	73*
> CCN(CC)c1ccc(NC(=O)CSc2ccsc2[N+](=O)[O-])c(C)c1
  5	-34%	1%	-28%	4%	-16%	0
> Cc1c(-c2ccncc2)oc2ccc(Br)cc2c1=O
  8	-9%	3%	9.3µM*	?	.	27
> NC(=S)NC1CCS(=O)(=O)C1 (stereo not given)
  -2	-2%	3%	4%	-6%	7%	-9
> CC1=CN2C(=NC(=O)CC2(C)C(=O)N(CC(=O)NC2CCCC2)Cc2ccccc2)C=C1 (stereo not given)
  -2	-15%	-6%	12%	3%	3%	23
> O=C(Cn1cnc2ccccc2c1=O)NC1CCCc2ccccc21 (stereo not given)
  -13	-29%	-3%	-8%	23%	0%	-24
> CC(C)CC(=O)Nc1ccc(Nc2ccccc2)cc1
  31	2%	8%	29%	18%	-11%	36*
> O=C(CCc1ccccc1)Nc1ccccc1C(=O)N1CCOCC1
  1	-7%	6%	34%[activator]	-13%	-1%	-4
> CCNc1nc(NC(C)C)nc(Nn2cnnc2)n1
  -6	-20%	-9%	7%	-9%	-8%	-6
> O=C(Nc1cccc(C(F)(F)F)c1)n1cc(-c2ccccn2)c(N2CCOCC2)n1
  0	-32%	-7%	?	?	-4%	2
> CCOc1ccccc1N(C)S(=O)(=O)c1ccc2c(c1)N(C(C)=O)CCO2
  -1	47%	-9%	-2%	1.9µM*	3%	-12
> Cc1cc(NC(=O)CN2C(=O)CCSc3ccccc32)no1
  -5	-23%	-4%[11.5 µM]	0%	?	-1%	11
> O=C(O)CSCC(=O)Nc1ccc(C(F)(F)F)cc1
  5	0%	4%	3%	-6%	-1%	-4
> CN(C)C(=O)N1CCCC(C(=O)NCc2ccc(F)cc2Cl)C1 (stereo not given)
  -2	-13%	2%	31%[activator]	61%[activator]	-5%	17
> Cc1cc2c(cc1S(=O)(=O)N1CCCCC1)OCC(=O)N2
  -3	-13%	-8%	8%	?	3%&-13%	-6
> Cn1ccnc1SCC(=O)Nc1ccccc1
  -3	-13%	2%	28%	55%[activator]	3%	30
> COCCN1Cc2cccc(C(=O)NC(C)c3cccs3)c2C1=O (stereo not given)
  -2	-5%	-4%	.	0%	-5%	-14
> Cc1ccc(C(=O)c2ncc[nH]2)cc1
  .	-18%	.	98%[activator]	68%[activator]	0%	.
> Cc1ccc(NC(=O)C(=O)NCC2CCN(C(=O)c3cccc([N+](=O)[O-])c3)CC2)cc1
  4	0%	2%	-20%	-9%	-3%	-5
> CCN1CCN(S(=O)(=O)Cc2ccccc2)CC1
  -2	-23%	1%	12%	-8%	0%	-6
> CCOC(=O)C1CCN(C(=O)CCNS(=O)(=O)c2ccc3c(c2)CCN3C(=O)CC)CC1
  2	19%	-4%	?	?	-5%	-4
> CCC(C)NC(=O)CNC(=O)c1nn(-c2ccc(OC)cc2OC)c(=O)c2ccccc12 (stereo not given)
  8	20%	-3%	-5%	24%	-12%	-6
> CCOC(=O)c1nn(-c2ccccc2C)c(=O)cc1OCC(=O)Nc1cccc(OC)c1
  .	-4%	.	20%	2%	3%	.
> COc1ccc(NC(=O)CC2Oc3ccccc3NC2=O)c(OC)c1 (stereo not given)
  1	2%	-4%	-12%	39%[activator]	0%	-5
> Cc1ccc(S(=O)(=O)NCCc2ccc(S(N)(=O)=O)cc2)cc1
  -4	-29%	13%	.	-22%	.	-6
> COc1cc2c(cc1OC)-c1c(OC)c(OC)cc3ccnc(c13)C2=O
  7	-7%	-3%	?	?	4%	10
> O=C(NC(=S)N1CCN(c2ccccn2)CC1)c1ccccc1
  -2	-33%	-7%	13%	2%	-28%	8
> CCCc1cc(=O)[nH]c(SCC(=O)N2CCN(c3ccccc3)CC2)n1
  7	.	-5%	-5%	.	0%&5%	-4
> COC(=O)CCC(NS(=O)(=O)OCC(Cl)(Cl)Cl)c1ccccc1 (stereo not given)
  -3	-19%	3%	0%	6%	0%	-13
> O=C(O)C1C2C=CC3(CN(C/C=C/c4ccccc4)C(=O)C13)O2 (stereo not given)
  -2	-17%	5%	?	27%	-12%	-13
> CCOC(=O)[C@H]1[C@H]2COc3ccc(Br)cc3[C@H]2N2C(=O)CNC(=O)[C@@]12C
  .	28%	.	4%	?	0%	.
> Cc1ccc(CNC(=O)C2CCN(S(=O)(=O)c3ccc4c(c3)CC(C)N4C(=O)C3CC3)CC2)cc1 (stereo not given)
  3	36%	-1%	0%	-3%	-4%	1
> CCN(CC)c1ccc(C2NC(=O)NC(C)=C2C(=O)Nc2ccccc2)cc1 (stereo not given)
  -2	-13%	2%	.	2.6µM*	-3%	-5
> Cc1cc(C)n(CC(=O)N/N=C/c2ccccn2)n1
  -2	-14%	-1%	-4%	42%[activator]	-9%	14
> COc1cccc(NC(=O)CN(C)C(=O)c2ccccc2OCC(=O)Nc2cccc(C(F)(F)F)c2)c1
  .	24%	.	-24%	-13%	-3%	.
> O=C(c1cccc(Cl)c1)C1CCCN(Cc2cccc3cnccc23)C1 (stereo not given)
  1	34%	-7%	?	1%	-10%	-7
> CCOc1cc(C(=S)N2CCCCC2)ccc1OS(=O)(=O)c1ccc(Br)cc1
  3	-7%	-1%	?	?	-4%	-24
> CCn1c(=O)c(=O)n(CC)c2cc(S(=O)(=O)Nc3ccc(C)cc3)ccc21
  1	-5%	-1%	?	?	0%&5%	-15
> Cn1c(=O)c2c(nc(Br)n2CC(=O)c2cccs2)n(C)c1=O
  -4	-4%	6%	.	-6%	2%	-6
> COc1ccc(S(=O)(=O)NCCc2cn3nc(C)c(C)nc3n2)cc1
  10	-11%	1%	0%	19%	-2%	-6
> CC1(C)CC(=O)c2c(O)cc(OCC(=O)Nc3ccc(CCO)cc3)cc2O1
  16*	-5%	7%	-4%	?	3%	16
> O=S(=O)(c1ccccc1)N1CCC(N2CCCCCC2)CC1
  -6	-27%	1%	-6%	-11%	0%	15
> CC(C)Cc1ccc(/C=C/C(=O)N2CCOCC2)cc1
  46*	45%	-11%	241%[activator]	269%[activator]	3%	56*
> CC(=O)N1CCN(c2ncnc3sc(-c4ccccc4)cc23)CC1
  8	127%[activator]	1%	17%	?	-2%	-26
> Cc1ccc(C(=O)Nc2nc3nc(-c4ccccc4)cc(=O)n3[nH]2)cc1
  -5	-53%	-4%	10%	.	-8%&-11%	-21
> CC(C)c1cc(-c2cc(-c3ccc(Cl)cc3)on2)nc(NC2CCCC2)n1
  -4	68%	6%	-18%	12%	2%	-6
> Nc1cc(N)nc(SCc2cc([N+](=O)[O-])cc3c2OCOC3)n1
  14	-29%	0%	-11%	?	3%	27
> N#Cc1nc(-c2ccccc2F)oc1NCc1cccc2c1OCO2
  2	?	3%	-8%	.	0%	21
> O=C(O)CCC(=O)N(Cc1ccccc1)Cc1ccccc1
  -2	-37%	-2%	3%	-11%	6%	-11
> CC(C)N1CC2=C(OC(N)=C(C#N)C2c2cccnc2)/C(=C/c2cccnc2)C1 (stereo not given)
  -2	26%	-1%	?	-1%	-2%	-19
> NC(=S)N/N=C/c1cccc(Br)c1
  -2	-20%	-3%	-4%	?	-1%	-10

3 entries from above, sorted by formula weight, lowest first.
Screens in order: CHX counter	AmpC inh no detg	LmPK inh	Pf growth 48h	Pf growth 96h	TbPYK inhibitor	Shiga inhibitor
> Cc1cc(C)n(CC(=O)N/N=C/c2ccccn2)n1
  -2	-14%	-1%	-4%	42%[activator]	-9%	14
> CCN(CC)c1ccc(C2NC(=O)NC(C)=C2C(=O)Nc2ccccc2)cc1 (stereo not given)
  -2	-13%	2%	.	2.6µM*	-3%	-5
> CC1(C)CC(=O)c2c(O)cc(OCC(=O)Nc3ccc(CCO)cc3)cc2O1
  16*	-5%	7%	-4%	?	3%	16

Remaining list, next part
Screens in order: CHX counter	AmpC inh no detg	LmPK inh	Pf growth 48h	Pf growth 96h	TbPYK inhibitor	Shiga inhibitor
> O=C(CSc1n[nH]c(=O)[nH]c1=O)N1CCCCCC1
  -1	-13%	0%	18%	-17%	-18%	1
> CC(=O)c1c(C)[nH]c(C(=O)Nc2nc(-c3ccc(-c4ccccc4)cc3)cs2)c1C
  11	-30%	-3%	8.3µM*	7.4µM*	2%	64*
> COC(=O)C1=C2SCC(=O)N2C(N)=C(C#N)C1
  10	-13%	1%	-4%	-10%	4%	-13
> O=C(CCCCn1c(=O)[nH]c2ccccc2c1=O)N1CCN(c2ncccn2)CC1
  -2	-9%	1%	3%	13%	1%	-16
> COc1ccc(CSc2nc3ccccc3c(=O)n2CCCN2CCOCC2)cc1F
  9	224%[activator]	-2%	?	8.3µM*	0%	31
> Cn1cnnc1SCC(=O)Nc1sccc1C#N
  20	-19%	7%	17%	-18%	6%	-5
> CCOP(=O)(OCC)/C(C#N)=C/c1ccc([N+](=O)[O-])cc1
  -1	83%[activator]	2%	-2%	42%[activator]	-1%	-10
> CCc1nnc(NC(=O)CCC(=O)N2CCN(CCOc3ccc(C)cc3)CC2)s1
  -2	120%[activator]	-2%	?	-2%	-16%	-6
